MC4R antag cAMP: antagonists of human melanocortin 4 receptor (MC4R) | MC4R-expressing cells, MTII-stimulated cAMP, LANCE TR-FRET | inhibition, % at 6.5 µM | AID 540295 | P32245 | 360,000 compounds, 0.48% hits;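 active = inhibition above its plate's cutoff, the mean of tested wells on that plate plus 3 SD, cut at about 29% in these data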;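 note: 0% = Melanotan II alone and 100% = Melanotan II plus saturating MCL0020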
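Material – human MC4R-expressing U2OS cells · Repeats – no replicates · Detection – TR-FRET with Eu-cAMP and labeled anti-cAMP, 671 nm · Times – compound 30 min, challenge 1 h, detection 1 h · Compound – single nominal compound dose of 6.5 µM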
ABHD5-PLIN5 inh: blocks binding of human ABHD5 to perilipin-5. 360,000 compounds, 0.78% hits. inhibition, % at 4 µM. Split G. princeps luciferase complementation, luminescence, 4 h;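 active = inhibition above the mean inhibition across every tested compound plus 3 SD, cut at about 22% in these data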;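 note: 0% = DMSO only wells and the 100% control is not disclosed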
Target sequence (Q00G26 whole entry, looked up): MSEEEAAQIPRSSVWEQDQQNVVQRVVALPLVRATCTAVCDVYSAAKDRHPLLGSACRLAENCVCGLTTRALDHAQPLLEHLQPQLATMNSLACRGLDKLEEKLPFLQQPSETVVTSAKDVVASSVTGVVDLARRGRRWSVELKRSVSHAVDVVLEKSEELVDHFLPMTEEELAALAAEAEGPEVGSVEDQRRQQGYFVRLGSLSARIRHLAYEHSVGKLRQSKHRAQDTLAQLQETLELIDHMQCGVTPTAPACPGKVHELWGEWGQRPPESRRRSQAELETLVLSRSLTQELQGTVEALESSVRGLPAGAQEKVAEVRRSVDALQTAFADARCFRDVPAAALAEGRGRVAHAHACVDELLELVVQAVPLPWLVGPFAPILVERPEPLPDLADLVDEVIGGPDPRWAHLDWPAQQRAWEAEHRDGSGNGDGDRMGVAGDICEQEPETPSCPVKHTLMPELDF
Target sequence (Q8WTS1 whole entry, looked up): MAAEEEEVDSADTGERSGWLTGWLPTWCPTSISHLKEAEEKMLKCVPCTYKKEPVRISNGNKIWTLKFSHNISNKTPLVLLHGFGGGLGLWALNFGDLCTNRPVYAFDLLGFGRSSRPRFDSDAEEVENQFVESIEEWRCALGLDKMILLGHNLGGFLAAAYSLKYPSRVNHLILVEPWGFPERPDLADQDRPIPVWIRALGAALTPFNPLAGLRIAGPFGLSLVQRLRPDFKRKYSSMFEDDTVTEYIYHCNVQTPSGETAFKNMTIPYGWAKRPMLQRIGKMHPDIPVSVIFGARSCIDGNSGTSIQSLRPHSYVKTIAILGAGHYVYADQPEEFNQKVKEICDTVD
MC4R barr agon: human MC4R agonism via beta-arrestin; P32245; U2OS MC4R beta-arrestin complementation, luminescence; percent of melanotan II response, DMSO zero; activation, % at 8.9 µM; 360,000 compounds, 0.98% hits;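 active = activation above a per-plate cutoff, the mean activation of sample wells on that plate plus 3 SD, cut at about 8% in these data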
N-glyco inh: N-linked glycosylation inhibition; AID 588692; 360,000 compounds, 0.23% hits; reporter increase, % at 12.5 µM; D54 ERlucT glycosylation luciferase reporter, 24 h; percent of 100 nM tunicamycin response;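 active = mean luciferase reporter signal, scaled so untreated is 0 and the glycosylation-blocking control 100, at or above a set limit in every replicate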;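 note: luciferase carries N-glycosylation sites so blocking glycosylation raises the light; 0% = median of neutral control wells and 100% = median of 100 nM tunicamycin wells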
ABCB6 inh 2: inhibitors of human ABC transporter ABCB6 | K562-ABCB6 porphyrin accumulation, flow cytometry, 1 h; hits give low values | fluorescence ratio to DMSO, % at 10 µM | 360,000 compounds, 0.19% hits | AID 602162;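 active = fluorescence ratio to DMSO below 75%, the collection mean minus 3 SD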;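 note: signal is porphyrin accumulated inside mitochondria; 100% equals median channel fluorescence of DMSO control wells; lower ratio means ABCB6 inhibition with less porphyrin fluorescence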
NOD2 RIPK2 PPI: inhibitors of human NOD2-RIPK2 interaction | inhibition, % at 4.98 µM | 360,000 compounds, 0.38% hits | O43353 | CHO BLA complementation NOD2-RIPK2, CCF4 ratio; in the data active = inhibition above about 21%;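 note: 0% = vehicle only and 100% = reference blocker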
TLR9-MyD88 inh: TLR9-MyD88 interaction inhibition. CHO BLA complementation TLR9-MyD88, CCF4 FRET ratio. inhibition, % at 4.98 µM. 340,000 compounds, 0.21% hits;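 active = inhibition above the mean over all tested compounds plus 3 SD, cut at about 21% in these data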;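 note: 0% = DMSO only wells and 100% = clavulanate BLA inhibitor control wells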
NCOA2 inhibitor: inhibits human steroid receptor coactivator 2; HEK293 GAL4-SRC2 luciferase reporter, luminescence; Q15596; 370,000 compounds, 0.17% hits; inhibition, % at 9 µM;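 active = inhibition above the mean inhibition of all tested compounds plus 3 SD, set per campaign, cut at about 52% in these data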;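 note: 0% = DMSO treated cells and 100% = cells given Gossypol at 36 µM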
HTR2A ag: agonists of mouse serotonin 5-HT2A receptor (HTR2A); 360,000 compounds, 0.66% hits; activation, % at 7.6 µM; P35363; CHO-K1 mHTR2A beta-arrestin complementation, luminescence; percent of 30 µM serotonin response;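 active = activation above a run cutoff, the mean activation of all tested compounds plus 3 SD, cut at about 14% in these data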;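 note: 0% = plate median of compound wells and 100% = 30 µM serotonin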
H9c2 protect: modulators protecting cardiomyocytes from myocardial damage | H9c2 cardiomyocytes, H2O2 injury protection, ATPLite, 2 h | protection from H2O2 cell death, % at 20 µM | 360,000 compounds, 0.63% hits | AID 588492;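 active = compounds giving at least 50% protection of heart cells from peroxide-induced death in the single-dose screen, raw or plate-pattern-corrected value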;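 note: 0% = DMSO wells with peroxide and 100% = DMSO wells without peroxide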
* marks the source's active call; other numbers are inactive results; nt = no result given; & = joins results of further samples.

Molecule	ABHD5-PLIN5 inh	NCOA2 inhibitor	TLR9-MyD88 inh	N-glyco inh	MC4R antag cAMP	H9c2 protect	ABCB6 inh 2	HTR2A ag	NOD2 RIPK2 PPI	MC4R barr agon
COc1ccc(-c2nnc(SCC(=O)NC3CC3)o2)c(OC)c1	-6	-25	2	2	-7	0	100	-10	-7	-2.4
O=c1c2ccccc2[nH]c(=S)n1Cc1ccccc1Cl	-5	6	-16	-2	13	0	144	5	7	4.0
CC(C)[C@@H](C(=O)N1CCN(C(=O)OC(C)(C)C)CC1)n1cc(CCO)nn1	-9	-28	7	4	7	-2	98	-4	-5	-0.5
O=C(NCCc1ccccc1)c1cc2ncc(Br)cn2n1	-6	-59	-8	1	5	6	190	-3	2	-0.5
Oc1ccc(-c2csc(NCc3ccco3)n2)cc1	2	-41	4	4	-4	0	100	-4	0	0.1
CCc1ccccc1NS(=O)(=O)c1ccc2[nH]cc(C(=O)NC3CCCC3)c(=O)c2c1	3	7	2	-2	0	-5	94	-8	4	-0.6
CC(=O)c1c(C)[nH]c(C(=O)OC2CCOC2=O)c1C (stereo not given)	0	-5	2	0	16	3	95	5	-4	-0.4
C/C(=N\NC(=O)c1cc(-c2ccccc2C)nc2ccccc12)c1cccnc1	-2	21	2	nt	0	16	96	-8	4	-3.1
COc1ccc(/C=C/C(=O)Nc2ccc(S(=O)(=O)N3CCOCC3)cc2)c(OC)c1	-5	1	-45	-2	4	-7	91	-7	1	-2.5
CSc1ccc(OC2(C)CCN(Cc3ccc(OC(C)C)cc3)C2)cc1 (stereo not given)	3	12	nt	-1	11	-19	97	0	5	3.9
Cc1sc2nc(SCc3ccccc3)n(Cc3ccco3)c(=O)c2c1C	15	4	-10	-7	0	-6	102	1	2	0.8
O=C(C1=C[C@H](c2ccccc2)C[C@H](OCCCCO)O1)N1CCN(Cc2ccc3c(c2)OCO3)CC1	-1	-6	-9	2	-1	7	98	-4	-2	-1.2
COc1ccc(NC2CCCN(C(=O)c3cn(C)c4ccccc34)C2)cc1 (stereo not given)	-6	12	4	2	7	0	99	-5	2	-1.9
Cc1ccc(-c2noc(CCC(=O)NCCCN3CCN(c4cccc(Cl)c4)CC3)n2)cc1	11	29	-5	-4	2	-26	103	-5	29*	2.6
CN(CCCNC(=O)C1CCC(CNS(=O)(=O)c2ccccc2)CC1)Cc1ccccc1 (stereo not given)	2	6	-13	-5	0	-2	101	-8	-2	-2.5

Molecule	ABHD5-PLIN5 inh	NCOA2 inhibitor	TLR9-MyD88 inh	N-glyco inh	MC4R antag cAMP	H9c2 protect	ABCB6 inh 2	HTR2A ag	NOD2 RIPK2 PPI	MC4R barr agon
O=C(NCc1cc(Cl)cc(Cl)c1)c1ccc2nc([C@H]3C[C@H](O)[C@@H](CO)O3)[nH]c2c1	2	-22	nt	1	-1	0	93	-2	8	-0.5
CC(C)(C)NC1=CC(=O)OC12CCCCC2	6	-11	5	-1	6	0	95	1	6	0.5
COC(=O)C1CCN(C(=O)Cc2ccc(C)cc2)CC1	1	-4	0	1	6	10	88	5	0	-3.2
Cn1cccc1/C=N\NC(=O)c1cncc(Br)c1	2	-7	nt	0	-4	14	98	-1	-26	-1.4
CC12CCC(C(=O)N3CCCc4ccccc43)(CC1=O)C2(C)C (stereo not given)	-4	-7	1	0	-4	-1	97	1	-1	-2.1
O=C(O)CN1C(=O)CC(c2ccccc2)CC1=O	-10	-50	-10	3	14	5	99	3	-1	2.1
CC1CCc2nn(CC(=O)NCCN3CCCCC3C)cc2C1 (stereo not given)	-7	-11	10	2	7	-4	105	2	6	-0.1
CN1CCN(C(=O)Nc2ccccc2)CC1	1	11	6	2	15	5	96	-1	0	0.5
CC1CC(C)CN(C(=O)CCNS(=O)(=O)c2cccs2)C1 (stereo not given)	-4	15	4	1	10	3	99	-5	0	-0.7
COc1ccccc1N1CCN(C(=O)CCCCCn2c(=S)[nH]c3cc4c(cc3c2=O)OCO4)CC1	-9	15	-2	-4	-1	0	90	2	-8	0.0
CC12C=CC3(CN(Cc4ccccc4)C(=O)C3C1C(=O)NCc1ccco1)O2 (stereo not given)	8	6	-9	2	7	10	100	3	9	-0.9
CC(NC(=O)c1cc(-c2ccccn2)nc2ccc(Cl)cc12)C1CCCO1 (stereo not given)	-2	21	11	1	21	8	105	-2	4	-3.5
CCCN(C(=O)CCCSc1nc2ccccc2[nH]1)c1c(N)n(Cc2ccccc2)c(=O)[nH]c1=O	12	-24	7	1	5	-2	99	14	-2	0.1
COc1cccc(N2C(=O)C3CCCN3C2c2ccc(F)cc2)c1 (stereo not given)	-3	-16	-3	0	5	1	99	-3	-14	-2.7
CCOC(=O)c1cnc2c(C(F)(F)F)cccc2c1NCCCN1CCOCC1	1	13	7	1	12	4	99	-3	-15	1.7

Molecule	ABHD5-PLIN5 inh	NCOA2 inhibitor	TLR9-MyD88 inh	N-glyco inh	MC4R antag cAMP	H9c2 protect	ABCB6 inh 2	HTR2A ag	NOD2 RIPK2 PPI	MC4R barr agon
O=C(c1ccc(Br)cc1)c1cc([N+](=O)[O-])ccc1N1CCOCC1	8	-1	2	19	-18	5	97	0	8	-3.2
CC(C)C(NC(=O)c1ccccc1)c1nnc(SCC(=O)Nc2nccs2)n1C (stereo not given)	1	7	-7	-2	0	2	99	-1	-9	-0.6
CN(C)CCCNC(=S)Nc1ccc(Br)cc1	1	-3	-5	0	22	1	96	-5	8	4.2
CC1CCCCN1C(=O)c1cnn2c(C(F)(F)F)cc(-c3ccco3)nc12 (stereo not given)	-1	8	4	1	-6	18	101	-3	-2	-0.9
CN(Cc1ccccc1)C(=S)NC(=O)c1ccccc1	3	0	3	2	6	8	99	-2	3	-2.0
CC(C)=C(NC(=O)c1ccccc1)C(=O)Nc1cccc(C)c1	-3	8	-3	0	3	0	100	3	0	-2.1
O=C(NCc1ccc(F)cc1)c1ccc2c(c1)S(=O)(=O)c1ccccc1C2=O	-5	-16	2	0	-3	20	100	0	-7	-1.2
O=C(c1cc(S(=O)(=O)N2CCC3(CC2)OCCO3)ccc1F)N1CCCCC1	-3	-2	-11	0	-8	4	107	-2	1	-0.9
O=C(CC1Sc2ncnn2C1=O)Nc1ccc(Br)cc1 (stereo not given)	7	8	3	4	13	-19	104	7	-6	-1.4
CC(c1nnc(SCn2nnc3ccccc3c2=O)n1-c1ccc(Cl)cc1)N(C)C (stereo not given)	1	5	0	0	-1	2	95	1	-2	-0.5
COc1cc(C(=O)OC2CCCCC2=O)cc(OC)c1C (stereo not given)	-10	-15	2	20	0	0	99	4	-6	-0.8
O=C(NCCc1c[nH]c2ccccc12)C(=O)NCC1OCCCN1S(=O)(=O)c1cc(F)ccc1F (stereo not given)	2	8	-4	-1	-1	21	79	4	-4	-2.1
CCCCN(C(=O)CSc1nnc(-c2ccco2)o1)c1c(N)n(Cc2ccccc2)c(=O)[nH]c1=O	-6	12	3	0	6	6	98	-4	11	-1.3
c1cnc2c(c1)ccc1cccnc12	-10&-3	10&15	6&-6	-14&-11	6&7	60*	99&94	1&7	3&-5	-2.6&-1.5
COc1ccc(-c2noc(N3CCC(C(=O)Nc4cc(OC)c(OC)c(OC)c4)CC3)n2)cc1	-1	13	-5	-1	15	-7	104	-8	3	-0.8

Molecule	ABHD5-PLIN5 inh	NCOA2 inhibitor	TLR9-MyD88 inh	N-glyco inh	MC4R antag cAMP	H9c2 protect	ABCB6 inh 2	HTR2A ag	NOD2 RIPK2 PPI	MC4R barr agon
COc1cc(C(C2C(=O)CC(C)(C)CC2=O)C2C(=O)CC(C)(C)CC2=O)cc(OC)c1OC	12	32	-3	-1	11	4	100	6	-7	-1.3
CN(C)C(=O)/C(=C\c1ccc(-c2cccc([N+](=O)[O-])c2)o1)NC(=O)c1ccccc1	0	-19	-11	-2	8	7	99	-11	3	-1.3
O=C(Cc1cc(=O)[nH]c(=O)[nH]1)N1CCN(C(=O)c2ccco2)CC1	-7	3	-6	1	-3	-1	99	-1	0	-1.3
COc1ccc(-c2cn(-c3ccccc3)nc2CO)cc1	1	-35	-8	0	2	-7	100	-3	2	0.0
O=C(/C=C/c1ccc2c(c1)OCO2)NCC1CCCO1 (stereo not given)	1	-74	-2	-1	-8	-1	110	-1	-8	-2.6
CCOc1cc(/C=C(\C#N)C(=O)NCc2cccnc2)ccc1O	5	8	8	2	-2	10	102	-2	-3	-1.2
C[C@@H]1CC=C[C@H]2[C@H]1C(=O)N(Cc1ccccc1)[C@H]2c1ccc(-c2ccoc2)cc1F	5	4	-13	1	13	-4	97	-2	-21	3.4
COc1cc(NC(=O)c2ccc(Br)cc2)ccc1NC(=O)c1cc2ccccc2o1	-9	2	-4	1	-2	6	93	4	-7	-1.2
O=C(OCN1C(=O)c2ccccc2C1=O)c1ccc(Cl)nc1	-5	5	1	2	24	4	91	-3	-10	-0.8
S=C(Nc1ccccc1Cl)NC1CCC(NC(=S)Nc2ccccc2Cl)CC1 (stereo not given)	4	-11	3	7	-3	-7	94	-2	0	-0.9
Cc1cc(C)nc(NC(=O)c2ccc(Cl)cc2[N+](=O)[O-])c1	-3	-29	-17	2	-3	-2	99	0	-21	-1.6
CC(C)C(C(=O)NCC1CCCO1)N(C(=O)CNS(=O)(=O)c1ccc(F)cc1)c1ccccc1 (stereo not given)	5	-10	-1	-2	14	-6	94	-8	6	-3.0
CCC1CCc2sc(C(=O)N(C)CC(=O)Nc3cccc(OC)c3)cc2C1 (stereo not given)	0	-23	3	2	13	-12	98	-5	9	-2.5
CC(=O)c1ccc(NC(=O)CCc2nnc3ccc(NCc4ccco4)nn23)cc1	28*	-22	-1	1	-1	4	100	0	8	-1.6
COC(=O)c1sccc1NC(=O)CSc1ccccc1NC(=O)CNC(C)C	-3	-7	1	-3	2	13	99	-2	-1	-1.9

Molecule	ABHD5-PLIN5 inh	NCOA2 inhibitor	TLR9-MyD88 inh	N-glyco inh	MC4R antag cAMP	H9c2 protect	ABCB6 inh 2	HTR2A ag	NOD2 RIPK2 PPI	MC4R barr agon
COc1ccc(C(=O)COC(=O)c2ccn(C)n2)cc1	1	-37	-9	0	0	-2	82	-2	2	0.5
CC1(Cc2cc(Cl)ccc2C(F)(F)F)C(=O)Nc2ccc(S(=O)(=O)NC3CCCCC3)cc21 (stereo not given)	-13	-7	nt	-6	-1	9	96	1	2	2.2
COc1ccc(Nc2nnc(SCc3cn4c(C)cccc4n3)s2)cc1	3	4	0	7	-9	8	97	-5	0	-1.3
CCOC(=O)CCCNC(=O)COC(=O)c1cccc(F)c1	-4	-3	-4	0	16	0	99	1	-9	0.6
Cc1ccc(F)cc1NC(=O)N1CCCN(C(=O)OC(C)(C)C)CC1	-5	-9	-14	2	26	-4	88	8	-6	3.2
CC(C)(C)OC(=O)N[C@@H](C(=O)OC(C)(C)C)c1ccc(Br)cc1	-11	13	-10	-4	1	-4	95	3	-3	2.5
COc1ccc(NC(=O)c2ccc(-c3ccccc3)cc2)cc1NS(=O)(=O)c1ccc(F)cc1	0	0	0	-4	-2	-10	92	-3	-11	-1.8
CCc1nnc2n1N=C(c1ccccc1)CS2	-2	-10	4	3	-5	-2	98	-6	-10	-1.2
CCOc1ccccc1NC(=O)c1cccc(NC(=O)C(C)C)c1	-4	8	-7	0	-2	-1	109	4	3	-1.1

An excerpt; the hit share may differ from the screen's.
